TDP2 absorb – TDP2 (human) inhibition, absorbance primary screen | O95551 | recombinant TDP2, T5PNP hydrolysis, p-nitrophenol absorbance 415 nm | inhibition, % at 12.8 µM | 0.34% of 370,000 active | AID 720702;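 active means inhibition above the mean of all tested compounds plus 3 SD, set per campaign, cut at about 25% in these data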;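 further: 0% = DMSO with enzyme and 100% = buffer with substrate but no TDP2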
Target sequence (O95551 whole entry, looked up): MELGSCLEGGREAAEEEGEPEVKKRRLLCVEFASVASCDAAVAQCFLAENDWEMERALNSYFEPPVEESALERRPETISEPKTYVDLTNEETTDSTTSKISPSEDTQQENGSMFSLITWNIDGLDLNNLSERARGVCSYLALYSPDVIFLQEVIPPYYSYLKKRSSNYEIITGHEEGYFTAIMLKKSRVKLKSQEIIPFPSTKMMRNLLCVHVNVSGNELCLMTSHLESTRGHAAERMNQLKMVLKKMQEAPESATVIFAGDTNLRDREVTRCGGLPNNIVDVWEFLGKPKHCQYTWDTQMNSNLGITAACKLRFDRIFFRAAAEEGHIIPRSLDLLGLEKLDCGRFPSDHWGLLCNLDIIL
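System – recombinant human TDP2 · Quantity – TDP2 enzyme at 120 nM final · Doses – single concentration, 12.8 µM nominal, with 1% DMSO · Incubation – 2 h at 37 °C · Measured by – epi absorbance of p-nitrophenol freed from T5PNP by hydrolysis · Read-out – % inhibition relative to enzyme-containing and enzyme-free wells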
DDE Tn7 FP inh – DD(E)-Tn7 binding inhibition, primary FP screen. P02675. FP displacement of FITC-Tn7 peptide from fibrin DD(E); 0% = median of compound wells per plate. inhibition, % at 8.3 µM. 0.13% of 370,000 active;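 active means inhibition above the mean of compounds falling within the control limits plus 3 SD of them, cut at about 14% in these data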;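 further: 0% = plate median of compound wells and 100% = 10 µM Aha-Tn7 peptide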
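system = human fibrin DD(E) protein | quantity = DD(E) 2 µM final | medium = Tris/NaCl/CaCl2 buffer, pH 7.8 | also added = labelled Tn7 tracer, 0.1 µM | compound dosing = single point at 8.3 µM | timing = compound with protein 10 min, then 3 h after probe, room temperature | signal = FP measurement | benchmarks = Aha-Tn7 high control | repeats = one replicate per compound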
ASAP1 GAP inh – inhibitors of human ASAP1 ArfGAP activity; Q9ULH1; ASAP1-stimulated ARF1 GTP hydrolysis, GDP FP detection; inhibition, % at 16.5 µM; 0.19% of 360,000 active; AID 624377; in the data active means inhibition above about 25%;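 further: 0% = vehicle with enzyme and substrate and 100% = no enzyme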
Target sequence (Q9ULH1 325-724 limits assumed): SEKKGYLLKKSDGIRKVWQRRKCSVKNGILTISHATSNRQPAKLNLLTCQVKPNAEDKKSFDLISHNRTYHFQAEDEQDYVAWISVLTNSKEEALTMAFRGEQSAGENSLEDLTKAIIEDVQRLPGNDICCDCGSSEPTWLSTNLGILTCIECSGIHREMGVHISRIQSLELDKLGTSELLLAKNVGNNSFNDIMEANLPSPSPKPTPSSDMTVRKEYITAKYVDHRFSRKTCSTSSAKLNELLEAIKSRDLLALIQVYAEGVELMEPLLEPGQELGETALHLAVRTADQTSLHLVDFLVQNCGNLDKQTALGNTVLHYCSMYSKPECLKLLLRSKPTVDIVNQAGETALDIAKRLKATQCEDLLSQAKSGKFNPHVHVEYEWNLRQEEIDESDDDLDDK
PLC-gamma1 inh – blocks human PLC-gamma1 enzyme activity | P19174 | purified PLC-gamma1, fluorogenic substrate, fluorescence | inhibition, % at 12.2 µM | 0.84% of 370,000 active | AID 720700; in the data active means inhibition above about 9.5%
Tn6 DDE FP – inhibitors of Tn6 peptide binding to human fibrin DD(E); 0.21% of 370,000 active; inhibition, % at 8.3 µM; P02675; Fibrin DD(E) TRITC-Tn6 fluorescence polarization displacement;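 active means inhibition above a per-campaign cutoff: mean of compounds within control limits plus 3 SD, cut at about 15% in these data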;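 further: 0% = median of all compound wells on the plate and 100% = blocking peptide control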
ADAM17 inh – inhibits human ADAM17; P78536; recombinant ADAM17, EDANS/DABCYL FRET peptide cleavage; 0.83% of 370,000 active; inhibition, % at 6.95 µM;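 active means inhibition above the mean of compounds lying between control limits plus 3 SD, set per campaign, cut at about 8.5% in these data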;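 further: 0% = DMSO-only wells as the low control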
SIAE primary – blocks human sialic acid acetylesterase. Q9HAT2. SIAE FP-Rh probe binding, fluorescence polarization. inhibition, % at 9.66 µM. 0.69% of 370,000 active;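 active means inhibition above a cutoff: mean of compounds within the control limits plus 3 SD of those, cut at about 17% in these data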;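 further: 0% = plate median of compound wells and 100% = probe without SIAE protein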
PLC-beta3 inh – PLC-beta3 (human) inhibition, primary screen | inhibition, % at 12.2 µM | 0.18% of 370,000 active | Purified PLC-beta3, fluorogenic substrate, fluorescence; in the data active means inhibition above about 11%;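 further: 0% = median of compound wells on plate and 100% = full blocker control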
ARFGAP1 inh – inhibitors of rat ARFGAP1. Q62848. Arfgap1-stimulated ARF1 GTP hydrolysis, GDP FP detection. inhibition, % at 16.5 µM. 0.26% of 360,000 active;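 active means inhibition above a per-plate limit, mean inhibition of low control wells plus 3 SD, cut at about 25% in these data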;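 further: 0% = DMSO wells with enzyme and 100% = wells lacking Arfgap1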
Target sequence (Q62848 1-136 limits assumed): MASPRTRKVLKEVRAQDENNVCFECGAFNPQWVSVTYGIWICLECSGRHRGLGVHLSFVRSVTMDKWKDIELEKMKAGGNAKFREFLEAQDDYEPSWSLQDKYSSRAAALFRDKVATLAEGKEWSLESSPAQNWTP
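Repeats: one replicate per compound; assay system: rat Arfgap1 catalytic domain, aa 1-136; times: enzyme reaction 120 min at 25 °C after 20 min preincubation; detection: FP of antibody-bound GDP Alexa 633 tracer, ex 620/em 688 nm; benchmarks: high control wells lacking Arfgap1, low control full reaction with DMSO; reagent: human ARF1(Δ1-17)-GTP substrate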
ADAM10 inh – inhibitors of human ADAM10. O14672. recombinant ADAM10, EDANS/DABCYL FRET peptide cleavage, 3 h. inhibition, % at 7 µM. 0.62% of 370,000 active. AID 720582;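 active means inhibition above a per-campaign cutoff equal to the mean of compounds falling between control-based bounds plus 3 SD, cut at about 20% in these data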;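 further: 0% = DMSO wells while the 100% control is not disclosed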
Starred values were filed as active, the others as inactive; i = inactive.

TDP2 absorb	DDE Tn7 FP inh	ASAP1 GAP inh	PLC-gamma1 inh	Tn6 DDE FP	ADAM17 inh	canonical_smiles	SIAE primary	PLC-beta3 inh	ARFGAP1 inh	ADAM10 inh
9	0	-6	-2	-2	-2	COc1cc(C(C(=O)NCC2CCCO2)N(C(=O)Cn2nnc3ccccc32)c2ccc(OC)c(OC)c2)ccc1O (stereo not drawn)	1	-4	4	-9
11	-1	5	4	0	1	O=C(O)CCNC1C=CS(=O)(=O)C1 (stereo not drawn)	-1	2	1	-4
4	3	-6	-1	2	-9	COc1cc(CCC(C)NCc2ccccc2)ccc1O (stereo not drawn)	-1	-13	-1	1
-5	3	4	3	-1	2	O=S(=O)(c1cccc(F)c1)N1CCCN(c2ccc(C(F)(F)F)cn2)CC1	-7	-1	3	5
7	3	-4	-2	-2	0	COc1ccc(-n2c(-c3ccc(Cl)cc3)n[nH]c2=S)c(OC)c1	6	-4	1	0
12	-3	-2	-4	-10	-5	CCN(CC)S(=O)(=O)c1ccc2c(c1)c(=O)c(C(=O)NCc1ccco1)cn2C	1	-9	5	-2
3	3	-4	-1	1	-2	O=C(CCC1CCN(C(=O)c2ccccc2Cl)CC1)NCc1ccc(F)cc1	4	-4	-4	-9
-3	-1	-6	-4	-7	-5	O=C(O)c1cc2n(n1)C(C(F)(F)F)CC(c1ccco1)N2 (stereo not drawn)	2	-5	10	-3
-13	-2	6	-11	5	-9	CCOC(=O)C1CCN(C(=O)Cn2nc(C)n3nc(-c4ccc(OC)cc4)cc3c2=O)CC1	-4	-20	6	-20
-3	-3	8	6	-1	-1	COc1cc(S(=O)(=O)NCc2ccccc2)ccc1F	19*	3	15	3
13	-1	1	-1	-4	-5	Cc1ccc(-n2ncc3c(NNC(=O)c4ccco4)ncnc32)c(C)c1	2	-6	5	-1
-4	-5	-5	-31	-5	-17	Cc1cc(C)c(C)c(S(=O)(=O)N2CCC(C(=O)NNC(=O)c3ccccc3O)CC2)c1C	0	-35	5	-51
-1	-1	0	0	5	1	Cc1cc(C)n(CC(O)COc2ccccc2C(=O)Nc2ccccc2)n1 (stereo not drawn)	12	6	-4	0
12	-2	1	1	2	0	COCCn1c(C)cc(C(=O)COc2ncnc3ccc(Br)cc23)c1C	16	3	10	8
0	-2	-10	1	2	-2	Fc1ccc2nc(N3CCOCC3)sc2c1	0	-4	3	12
-7	9	7	-41	-1	1	Oc1ccc(/C=N/N(c2ccccc2)c2ccccc2)cc1O	2	-64	0	6
2	-3	11	2	-1	-1	CCOC(=O)C1CCCN(c2c(Nc3ccc(OCC)cc3)c(=O)c2=O)C1 (stereo not drawn)	6	3	6	-6
14	-3	5	4	-3	0	COc1ccc(C(C)(O)c2nc(-c3ccc(S(C)(=O)=O)cc3)cs2)cc1 (stereo not drawn)	14	0	3	-3
-3	3	-3	-1	5	-4	CCN(CCc1ccccc1)c1ccc2c(c1)C1CC2CCN1Cc1ccccc1 (stereo not drawn)	1	-1	11	-13
-12	0	-10	2	3	0	Cn1c(=O)[nH]c(=O)c2c1nc(SCCCO)n2CCCc1ccccc1	1	-5	8	1
-14	-6	-7	1	-2	-1	O=C(Nc1c(Cl)cccc1Cl)C1CCN(C(=O)c2cccs2)CC1	2	-5	16	4
-3	4	-7	-2	9	-1	COc1ccc([N+](=O)[O-])cc1NCc1c(F)cccc1F	1	0	1	-1
-14	-5	7	6	0	-5	O=C(Nc1ccccc1)c1cccc(=O)o1	-3	10	-7	6
-10	2	-11	4	-6	1	CCc1nonc1NC(=O)COc1ccc(Cl)c(C)c1	2	-6	15	5
-12	3	7	i	-1	-220	O=C(O)CCN1C(=O)c2ccc(NC(=O)CCc3ccccc3)cc2C1=O	-2	i	0	-489
-16	0	28*	1	-2	-7	Cc1ccc(C(=O)Nc2cccc(NC(=O)c3ccc(C)c([N+](=O)[O-])c3)n2)cc1[N+](=O)[O-]	-3	-7	5	-5
-1	-6	-1	2	0	0	CCOC(=O)c1nnn(-c2nonc2N)c1CNC(C)C	2	-2	3	-8
-11	5	-3	3	-1	-5	CNC(=O)COC(=O)/C=C/c1cccs1	9	-7	3	-6
-2	4	-5	-2	-2	1	COc1ccccc1N1CCN(C2CCN(C(=O)c3cc(OC)c(OC)c(OC)c3)CC2)CC1	-5	-1	4	6
4	0	12	-16	-7	0	CCn1cc(CNC(=O)c2cc(-c3cc(OC)ccc3OC)nc3ccccc23)c(C)n1	13	-22	11	-8
5	10	-8	-102	-3	-33	CCOc1cc(/C=C/C(=O)OCC(=O)NCCN2C(=O)CSC2=O)ccc1OCC(C)C	1	-118	1	-108
-6	0	-4	-26	-3	-5	O=C1c2oc3ccccc3c(=O)c2C(c2cccnc2)N1CCCN1CCOCC1 (stereo not drawn)	-4	-37	-2	-28
3	-7	1	0	8	-4	CCOC(=O)[C@]12CCC=C1N(Cc1ccccc1)C(=O)[C@H](CC(=O)N1CCSCC1)C2	4	-1	-3	-8
13	8	-4	1	7	-8	O=C(O)c1cccc(S(=O)(=O)Nc2ccccc2N2CCOCC2)c1	6	-7	1	2
1	6	-6	-1	-5	-2	O=C(CN1C(=O)C(=O)N(Cc2ccccc2)C1=O)Nc1cc(Cl)cc(Cl)c1	-3	-8	4	4
2	-4	4	5	-3	-12	CCCC(=O)NC(Nc1ccc(S(=O)(=O)Nc2cc(C)on2)cc1)(C(=O)OCC)C(F)(F)F (stereo not drawn)	2	3	-12	-4
4	0	7	5	-4	-2	CC(C)(C)NC(=O)C(OC(=O)c1cccs1)c1ccccc1 (stereo not drawn)	-5	-3	19	9
7	-1	-7	2	-2	-5	O=C1CCC[C@@H]2C=C[C@H](c3ccc(Br)cc3)[C@H]3CCN1[C@@H]32	3	-2	-1	2
-12	1	3	2	-4	-5	Cc1ccc(Cn2c(C(=O)O)cc3sccc32)cc1	2	-8	14	-4
1	-14	-1	-7	-4	-3	COc1ccccc1Cc1c(-c2cccc(Cl)c2)nc2ccc(Cl)cn12	-6	-7	4	-17
0	0	4	-1	-5	-1	O=C(CN1CCN(c2ccccc2O)CC1)NNC(=O)c1ccc(Cl)cc1	-1	3	-2	-4
9	7	-11	-1	0	-6	O=C(COc1ccccc1)N(Cc1ccco1)C1CCS(=O)(=O)C1 (stereo not drawn)	-1	-2	7	5
-3	-10	-5	1	2	1	CC(C)c1[nH]nc2c1C(c1ccc3c(c1)OCO3)NC2=O (stereo not drawn)	8	5	18	-5
6	-6	11	-1	0	-2	O=C(CCN1CCCCC1)N1CCc2c([nH]c3ccccc23)C1c1cccnc1 (stereo not drawn)	3	5	-2	-4
-5	-2	1	-1	7	1	COC(=O)[C@@]1(C)[C@H]2C(=O)N(C)C(=O)[C@H]2[C@H]2CN=C(SC)N21	0	1	2	-6

Next section (four carried over from the part before).
TDP2 absorb	DDE Tn7 FP inh	ASAP1 GAP inh	PLC-gamma1 inh	Tn6 DDE FP	ADAM17 inh	canonical_smiles	SIAE primary	PLC-beta3 inh	ARFGAP1 inh	ADAM10 inh
9	7	-11	-1	0	-6	O=C(COc1ccccc1)N(Cc1ccco1)C1CCS(=O)(=O)C1 (stereo not drawn)	-1	-2	7	5
-3	-10	-5	1	2	1	CC(C)c1[nH]nc2c1C(c1ccc3c(c1)OCO3)NC2=O (stereo not drawn)	8	5	18	-5
6	-6	11	-1	0	-2	O=C(CCN1CCCCC1)N1CCc2c([nH]c3ccccc23)C1c1cccnc1 (stereo not drawn)	3	5	-2	-4
-5	-2	1	-1	7	1	COC(=O)[C@@]1(C)[C@H]2C(=O)N(C)C(=O)[C@H]2[C@H]2CN=C(SC)N21	0	1	2	-6
-2	5	-13	0	-2	-4	COc1ccc(/C(=N\O)c2ncc(C(F)(F)F)cc2Cl)cc1	2	-2	-8	4
7	0	5	2	6	3	CCn1c(=S)sc2c(=O)n(CC(=O)NC(C)CCc3ccccc3)c(C)nc21 (stereo not drawn)	4	-5	-14	3
-3	-1	0	-12	-4	-8	C=CCOC(=O)C1=C[C@@H](c2ccc3c(c2)OCO3)C[C@@H](OCc2ccc(CO)cc2)O1	5	-21	1	-15
0	0	-7	-1	2	-4	CC(=O)c1cccc(-c2csc(N3CCC(C(N)=O)CC3)n2)c1	6	0	-1	1
9	-1	-5	2	7	-3	Cc1cccc(C)c1NC(=O)C1C2C=CC(C2)C1C(=O)O (stereo not drawn)	-6	-3	-1	-1
-4	-9	1	-141	-3	-17	COC(=O)[C@@]12CCCN1[C@H](c1ccc(-c3ccc(OC)cc3)cc1)[C@@H]1C(=O)N(C)C(=O)[C@@H]12	-4	-200	0	-70
0	-5	15	1	-2	-4	Cc1ccc(NC(=O)Cn2nnc(C(=O)NCc3cccs3)c2N)cc1	-2	-1	7	-9
-2	-3	19	1	-12	-6	O=C(Nc1ccc2c(c1)OCO2)c1cc(C2CCCCN2C(=O)c2ccccc2)on1 (stereo not drawn)	-2	-4	-6	-9
12	0	5	1	-4	-5	O=C(NCCCN1CCOCC1)c1cc(-c2cccc(Br)c2)nc2ccccc12	-1	-6	-1	-14

Assay outcomes (PubChem BioAssay)
